Screening results deposited in PubChem BioAssay by several laboratories.
AddAB inh = less growth of phage-infected E. coli with AddAB; E. coli expressing H. pylori AddAB, absorbance growth; inhibition, % at 11.9 µM; actives 0.29% (n = 330,000); AID 435030; in the data active = inhibition above about 12%;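 note: 0% = vehicle wells of infected cells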
DAGLB inhibitor = diacylglycerol lipase beta (human) inhibition; inhibition, % at 5.17 µM; actives 0.059% (n = 340,000); HEK293T DAGLB membrane lysate, EnzChek fluorogenic substrate; AID 504411; Q8NCG7; in the data active = inhibition above about 34%;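 note: 0% = enzyme with vehicle and 100% = wells lacking enzyme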
Target sequence (Q8NCG7 whole entry, looked up): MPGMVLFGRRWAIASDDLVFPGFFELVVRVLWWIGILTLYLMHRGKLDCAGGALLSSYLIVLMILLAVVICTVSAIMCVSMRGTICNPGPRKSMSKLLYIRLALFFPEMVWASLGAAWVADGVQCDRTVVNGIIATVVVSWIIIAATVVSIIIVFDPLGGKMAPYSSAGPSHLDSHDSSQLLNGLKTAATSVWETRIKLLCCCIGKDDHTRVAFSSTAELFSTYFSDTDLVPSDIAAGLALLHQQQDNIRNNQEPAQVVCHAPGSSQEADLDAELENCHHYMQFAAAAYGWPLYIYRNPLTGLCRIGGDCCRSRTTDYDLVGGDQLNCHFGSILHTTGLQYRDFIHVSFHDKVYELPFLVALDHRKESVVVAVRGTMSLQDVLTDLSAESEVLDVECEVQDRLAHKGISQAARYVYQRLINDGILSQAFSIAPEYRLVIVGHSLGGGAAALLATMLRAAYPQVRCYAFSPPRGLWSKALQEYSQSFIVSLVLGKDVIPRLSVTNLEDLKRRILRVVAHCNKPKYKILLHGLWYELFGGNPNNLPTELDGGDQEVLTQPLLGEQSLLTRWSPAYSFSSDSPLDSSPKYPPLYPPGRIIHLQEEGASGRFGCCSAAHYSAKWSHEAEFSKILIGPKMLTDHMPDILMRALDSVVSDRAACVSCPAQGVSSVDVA
PvdQ inh = blocks Pseudomonas aeruginosa PvdQ acylase activity; purified PvdQ acylase, fluorescence plate reader; AID 488965; inhibition, % at 10 µM; actives 0.063% (n = 340,000); in the data active = inhibition above about 30%, passing the limit was not always enough;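 note: 0% = vehicle neutral wells and 100% = reference inhibitor wells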
PfHsp90 set2 = growth inhibition of yeast expressing Plasmodium Hsp90. S. cerevisiae expressing PfHsp90, BacTiter-Glo ATP, 48 h; yeast lacking PDR1 and PDR3 efflux regulators. inhibition, % at 9.4 µM. actives 0.32% (n = 310,000). AID 504621;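 active = every replicate shows inhibition above about 80%, whatever the replicate mean, limit read from the data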;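 note: 0% = DMSO neutral controls and 100% = 20 µM radicicol positive controls; yeast relying on Plasmodium falciparum Hsp90 in place of its own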
Tat transport = inhibitors of E. coli Tat protein transport; E. coli MC4100 TorA-mCherry Tat export, fluorescence; inhibition, % at 10 µM; actives 0.036% (n = 340,000);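 active = mean replicate inhibition at least 50% and at least half of replicates individually reaching 50%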;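 note: exported cargo escapes ClpAP degradation while cytoplasmic cargo is degraded and loses fluorescence; 0% = median of neutral control wells and 100% = median of NaSCN control wells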
phage Ecoli inh = E. coli growth loss with phage present; growth absorbance; inhibition, % at 11.9 µM; actives 0.26% (n = 360,000); in the data active = inhibition above about 11%
Rtt109 Vps75 = blocks Candida albicans Rtt109/Vps75 acetyltransferase activity. Q5AAJ8. actives 0.16% (n = 330,000). purified Rtt109/Vps75, ThioGlo CoA-SH fluorescence, 4 h. inhibition, % at 34.9 µM;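 active = inhibition of at least 50% in every replicate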
Target sequence (Q5AAJ8 whole entry, looked up): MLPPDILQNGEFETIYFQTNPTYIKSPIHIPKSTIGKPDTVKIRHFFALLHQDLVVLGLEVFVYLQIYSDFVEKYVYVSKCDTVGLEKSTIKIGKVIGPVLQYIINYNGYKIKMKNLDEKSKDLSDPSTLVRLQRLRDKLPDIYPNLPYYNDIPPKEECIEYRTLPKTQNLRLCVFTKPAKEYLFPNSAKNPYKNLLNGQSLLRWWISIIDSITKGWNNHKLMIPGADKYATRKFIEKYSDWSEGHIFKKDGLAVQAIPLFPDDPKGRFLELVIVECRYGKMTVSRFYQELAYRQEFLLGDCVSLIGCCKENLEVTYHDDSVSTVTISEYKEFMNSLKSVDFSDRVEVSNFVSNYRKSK
Ecoli viability = reduces bacterial viability in AddAB counter-screen; E. coli V3065 growth, OD600 absorbance, 18 h; inhibition, % at 11.9 µM; actives 0.27% (n = 330,000);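 active = inhibition above the campaign's mean inhibition across all tested compounds plus 3 SD, cut at about 9.9% in these data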;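 note: uninfected addAB+ strain grown without phage in ampicillin broth; 0% = DMSO wells and 100% = ciprofloxacin 0.95 µg/ml wells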
CAL PDZ inh = blocks peptide binding to human CAL PDZ domain; actives 0.02% (n = 330,000); purified CAL PDZ, TMR-peptide fluorescence polarization, 1 h; inhibition, % at 20 µM; Q9HD26;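 active = highest replicate inhibition of at least 40%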;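 note: plate controls were DMSO neutral control wells for no effect and unlabeled competitor peptide control wells for full effect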
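material = purified tagged CAL PDZ domain construct (CerCALP) | buffer or medium = sodium phosphate/NaCl buffer pH 7.4 with TCEP, IgG, Thesit | reagent = TMR-labelled reporter peptide T*-PRC34 bound in PDZ groove | incubation = 1 h room-temperature incubation prior to read | measured by = fluorescence polarization (mP) | evaluation = percent inhibition from loss of millipolarization | control set = unlabelled peptide and DMSO controls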
Wnt act = activates Wnt/beta-catenin signaling in a reporter cell assay; AID 743398; activation, % at 9.35 µM; activator, plate reader; actives 1.2% (n = 300,000); in the data active = activation above about 30%, passing the limit was not always enough;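 note: 0% = neutral control wells and 100% = positive control wells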
The depositor's hits bear a star; i = inactive; . = not tested or not shown.

molecule | AddAB inh | Tat transport | CAL PDZ inh | PvdQ inh | Ecoli viability | Wnt act | PfHsp90 set2 | DAGLB inhibitor | phage Ecoli inh | Rtt109 Vps75
COC(=O)c1cnc(Oc2ccc(NC(=O)NC(=O)c3ccccc3Cl)cc2)cc1C(F)(F)F | 0.4 | -1 | -1.8 | -14 | -0.3 | 0 | -20 | -5 | 1.0 | -9
Cc1cccc(OCCn2ccnc2)c1C | . | 2 | -0.6 | 11 | . | 1 | 2 | -3 | 3.0 | 11
CCOc1ccc2nc(CN3CCN(Cc4ccsc4)C(CCO)C3)ccc2c1 (configuration not stated) | -1.1 | 10 | -3.0 | 5 | -2.6 | -2 | 3 | 1 | 1.8 | 21
Cc1cccc(NC(=S)NC(=O)CCc2ccccc2)c1C | 2.3 | -6 | -0.2 | -8 | 0.4 | . | 6 | -22 | -0.7 | 6
COc1ccc(Br)cc1/C=N/NC(=O)c1cccnc1 | 0.0 | -3 | -1.3 | -5 | -0.6 | 0 | 1 | 1 | 3.2 | 1
Cc1ccc(C(OCC(O)CN2CCCCC2)c2ccccc2)cc1 (configuration not stated) | 5.0 | 8 | -2.7 | -14 | -0.9 | -2 | -5 | -1 | 2.6 | 5
OCC[C@@H]1C[C@H](O)[C@@H](O)[C@@]2(Cc3ccccc3O2)O1 | 1.3 | 5 | 0.5 | 0 | -4.3 | 0 | -14 | 0 | 1.3 | -6
COC(=O)CCC(=O)N1CCCC(C(=O)c2cc(F)ccc2F)C1 (configuration not stated) | -0.2 | -1 | 0.0 | -7 | 0.6 | 3 | 13 | -2 | 1.9 | 3
CN(CCC1CCCCO1)C(=O)c1cc(COc2ccc(F)cc2F)on1 (configuration not stated) | 2.1 | 3 | -2.9 | 7 | 0.3 | 3 | -7 | -8 | 3.3 | 18
Cc1c(C(=O)Nc2ccc(Cl)cn2)oc2ccccc12 | 3.4 | -3 | -0.7 | -6 | 0.2 | 28 | -24 | -2 | 3.3 | .
Cc1ccc(S(=O)(=O)N2CCN(C(=O)CSc3ccccn3)CC2)c(C)c1 | 1.0 | -11 | 0.3 | -2 | 2.3 | -3 | -19 | 0 | 1.6 | -16
COc1ccc(C(C(=O)NC2CCCC2)N(C(=O)c2csnn2)C2CC2)cc1 (configuration not stated) | 0.1 | -9 | -1.8 | -17 | -0.9 | -3 | -3 | 0 | 1.0 | 0
CC(=O)c1cc(CC=C(C)C)c(O)c(CC=C(C)C)c1O | 1.9 | 2 | 0.2 | -15 | -1.9 | . | 49 | -14 | -0.1 | -8
CCOC(=O)c1c(C)oc2ccc(O)c(CN3CCCCC3)c12 | 1.4 | 5 | -1.4 | -6 | 1.0 | -1 | 2 | -2 | 4.3 | 4
CC(C)c1ccc(/C=C/C(=O)NCc2ccc(S(N)(=O)=O)cc2)cc1 | 3.2 | -1 | -0.7 | -11 | 1.5 | -1 | 3 | 1 | 3.0 | 16
CCC(C)NC(=O)CSc1nc2scc(-c3ccccc3)c2c(=O)[nH]1 (configuration not stated) | 0.7 | 0 | -1.6 | -16 | -1.8 | 0 | -90 | 3 | 1.1 | -1
CCCCCCc1cc2cc(C(=O)NCc3ccccc3)c(=N)oc2cc1O | 1.9 | -3 | -2.2 | -4 | 1.2 | -3 | -77 | 1 | 0.9 | 4
CC1(c2ccc(OC(F)F)cc2)NC(=O)N(CC(=O)Nc2ccc(S(N)(=O)=O)cc2)C1=O (configuration not stated) | -2.5 | 1 | -7.6 | -6 | -0.8 | 6 | -12 | -2 | 4.6 | 6
Cc1nc2ccc(NS(=O)(=O)c3ccc(F)c(C)c3)cc2[nH]1 | 0.9 | 1 | -1.2 | -16 | 0.1 | -4 | -13 | -6 | 3.5 | -4
CCOC(=O)N1CCC(N2CCN(CCC(C)C)C(CCO)C2)CC1 (configuration not stated) | -0.4 | -4 | -3.0 | 8 | 0.2 | -2 | . | -2 | 7.3 | -3
CC1CCN(S(=O)(=O)c2ccc3c(c2)NC(=O)CS3)CC1 | 0.3 | 5 | -2.3 | 1 | 0.2 | 0 | -2 | 0 | 1.4 | 0
O=C1NC[C@H](c2ccccc2)N(CCc2cccc3ccccc23)C1=O | 2.4 | -10 | -2.4 | -16 | -2.2 | -3 | -17 | -3 | 3.4 | -3
O=[N+]([O-])c1cc(-n2cnnn2)ccc1N1CCC(Cc2ccccc2)CC1 | 0.3 | -1 | -0.2 | 11 | -0.8 | . | 104* | 7 | 0.8 | 10
CN(CCc1ccccn1)C(=O)Nc1ccc(Cl)cc1 | 0.9 | 6 | -0.6 | 1 | -0.6 | . | -3 | 0 | 5.0 | 5
Cc1ccc(-n2c(N)c(-c3nc4ccccc4n3C)sc2=S)cc1 | 2.3 | 7 | -0.9 | -11 | 0.1 | . | . | 2 | 0.6 | 6
CCn1nnnc1SCC(=O)NCc1ccco1 | 1.6 | -5 | 0.5 | 7 | -1.2 | 0 | 19 | 0 | 1.2 | 1
COC(=O)[C@]1(Cc2ccccc2)N[C@H](c2ccc(-c3cccc(Cl)c3)c(OC)c2)[C@@H]2C(=O)N(C)C(=O)[C@@H]21 | . | 3 | -0.9 | -8 | . | -12 | -3 | -5 | 1.5 | 0
COC(=O)Cc1ccc(NC(=O)C(c2ccccc2)c2ccccc2)cc1 | 3.2 | -2 | -3.3 | -7 | -0.7 | . | -7 | -5 | 1.6 | 6
CC(C)(C)OC(=O)[C@H](CCCCN)NC(=O)c1[nH]cnc1C(=O)N[C@@H](Cc1ccccc1)C(=O)OCc1ccccc1 | 3.4 | 25 | -3.3 | -9 | 1.0 | . | . | 1 | . | -7
Cc1ccccc1Cn1ccc(NC(=O)c2onc(C)c2Cl)n1 | 2.7 | 2 | 0.3 | -14 | 0.0 | 1 | -9 | 0 | 2.1 | -4
O=S(=O)(c1ccc(-n2cnnn2)cc1)N1CCNCC1 | 3.9 | 0 | -2.3 | -13 | 0.9 | 0 | 6 | -2 | 2.7 | -1
CC1(C)OC(=O)C(=CNn2cnc3ccccc3c2=O)C(=O)O1 | 0.8 | 3 | -1.1 | -10 | 2.5 | . | 16 | -2 | 0.9 | -12
CSc1ccc(CNc2cccc3ccccc23)cc1 | -0.3 | 6 | 0.2 | -11 | -0.1 | 2 | -13 | -8 | 2.6 | 1
COc1ccc(C(=O)NC(=S)N(C)C2CCCCC2)cc1Br | -3.6 | 7 | -1.5 | -8 | -0.9 | 1 | -45 | -5 | -1.6 | -4
Cc1ccc(N(CC(=O)Nc2cccc(C)c2)S(=O)(=O)c2cccc3nonc23)cc1 | 2.1 | 6 | -1.1 | -13 | -0.5 | -6 | -10 | -3 | 2.2 | 10
CSc1ccccc1C(=O)N1CCC2(CC1)CC(=O)c1ccccc1O2 | 0.5 | -4 | -1.9 | 4 | -2.5 | -6 | . | 0 | 3.5 | -4
Cc1onc(-c2ccccc2Cl)c1C(=O)Nc1ccc(CN2CCCC2)cc1 | -1.4 | -10 | -1.1 | -11 | 0.6 | -2 | 18 | 1 | 3.0 | -4
CC(C)[C@H](NC(=O)N1CC(=O)Nc2ccccc21)C(=O)N[C@@H](Cc1c[nH]c2ccccc12)C(=O)O | 0.8 | 1 | 1.2 | -15 | -0.3 | -2 | 9 | -2 | 2.0 | -10
COc1ccc2nc(N3CCC(O)CC3)c(C#N)cc2c1 | -0.5 | -3 | -1.0 | -12 | -2.9 | 11 | 13 | -3 | 1.6 | i
CC(C)(C)c1csc(NC(=O)c2c(F)c(F)c(F)c(F)c2F)n1 | 1.7 | 2 | . | -7 | 0.2 | 0 | 8 | -9 | 1.6 | 5
COc1ccc2c(c1)CCc1c-2n[nH]c1C(=O)NCCC(C)C | 1.6 | -12 | -0.3 | 4 | 0.2 | 31* | 21 | -3 | -0.6 | 6
COc1ccc([N+](=O)[O-])cc1N(CC(O)CN(CC(C)C)CC(C)C)S(=O)(=O)c1ccccc1 (configuration not stated) | -0.5 | -2 | -1.2 | -12 | -0.2 | -4 | 24 | -6 | 4.4 | -9
Clc1cccc(Nc2nc(N3CCOCC3)nc(N3CCOCC3)n2)c1 | 2.0 | -1 | -1.0 | -14 | -1.2 | 0 | 0 | 0 | 3.3 | -2
COc1ccc(NC(=O)N2CCN(c3nc(-c4cccc(OC)c4)cs3)CC2)cc1 | 0.0 | 4 | . | -16 | 1.6 | . | -9 | 2 | 1.9 | 1
CCC1CCCCN1CC(=O)c1c(C)[nH]c2ccccc12 (configuration not stated) | 1.3 | 0 | -1.0 | 4 | 3.6 | 3 | 14 | 5 | 3.4 | -12
CC1CN(Cc2nc3c(c(=O)n(C)c(=O)n3C)n2CC(=O)c2ccccc2)CC(C)O1 (configuration not stated) | 8.1 | 4 | -2.8 | -6 | 1.5 | -6 | 13 | 3 | -1.2 | 11
Cc1c(C(=O)N2CCOCC2)c(S(=O)(=O)Nc2ccc(F)cc2)c(C)n1C | 2.5 | -5 | -2.1 | -11 | -2.2 | 0 | 0 | 4 | 1.1 | 2
Cc1ccc(NC(=O)CC2S/C(=N/N=C/C=C/c3ccccc3)NC2=O)cc1Cl (configuration not stated) | 0.9 | -7 | 0.9 | 2 | -0.7 | 1 | 3 | -2 | 3.2 | 2
CCc1ccc2oc(-c3cc(N)ccc3O)nc2c1 | 0.8 | -9 | 0.2 | -11 | -1.2 | . | -10 | 4 | 2.6 | -14
CC1CCCCN1C(=O)COc1ccc(NC(=O)c2ccco2)cc1 (configuration not stated) | 3.7 | 3 | -1.6 | -2 | -0.3 | 23 | . | 0 | 2.6 | .

Further compounds:
molecule | AddAB inh | Tat transport | CAL PDZ inh | PvdQ inh | Ecoli viability | Wnt act | PfHsp90 set2 | DAGLB inhibitor | phage Ecoli inh | Rtt109 Vps75
O=C(CSc1ccc(Br)c2cccc(Cl)c12)Nc1ccc(S(=O)(=O)Nc2nccs2)cc1 | -0.8 | 1 | -1.8 | -2 | -2.6 | 1 | -4 | 0 | 2.2 | -21
O=C(CCCn1cncn1)N1CCCC(N2CCN(c3ccc(F)cc3)CC2)C1 (configuration not stated) | -2.1 | 7 | -2.5 | -15 | 0.4 | 0 | -8 | 0 | 1.6 | 2
CC(OC(=O)[C@@H](NC(=O)c1ccco1)C(C)C)C(=O)Nc1ncc(Cl)cc1Cl (some centres not stated) | 0.5 | -9 | 0.7 | -13 | 2.4 | 18 | 1 | 0 | 0.3 | -6
Cc1ccc(N(C)S(=O)(=O)c2ccc(-c3cnc(C4CC4)o3)cc2)cc1 | 3.0 | 10 | -3.0 | -2 | -0.7 | -2 | -9 | -10 | -0.6 | 31
O=c1cc(-c2cccc(Cl)c2)oc2cccc(O)c12 | -1.0 | 1 | -0.6 | 4 | 1.6 | 7 | -10 | -2 | 0.6 | 12

Single records, as listed above. Order of screens: AddAB inh	Tat transport	CAL PDZ inh	PvdQ inh	Ecoli viability	Wnt act	PfHsp90 set2	DAGLB inhibitor	phage Ecoli inh	Rtt109 Vps75
`O=C(CSc1ccc(Br)c2cccc(Cl)c12)Nc1ccc(S(=O)(=O)Nc2nccs2)cc1` is listed as -0.8	1	-1.8	-2	-2.6	1	-4	0	2.2	-21
`O=c1cc(-c2cccc(Cl)c2)oc2cccc(O)c12` is listed as -1.0	1	-0.6	4	1.6	7	-10	-2	0.6	12
`Cc1ccc(N(C)S(=O)(=O)c2ccc(-c3cnc(C4CC4)o3)cc2)cc1` is listed as 3.0	10	-3.0	-2	-0.7	-2	-9	-10	-0.6	31
